Pol iota inh: blocks human DNA polymerase iota activity; AID 588590; hit rate 1% among 390,000; Potency, µM (series often up to 115 µM), for inactives: at the highest dose activity, negative = inhibition, most hits filed as inhibitors; Pol iota fluorescent replication assay, 10 min
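Fluorescent replication assay read twice, at 0 min and 10 min after adding 50 nM (final) substrate. Enzyme (10 nM) and compounds were first incubated 15 min at room temperature; enzyme-free buffer wells were negative controls.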
JMJD2A Tudor: JMJD2A Tudor domain (human) inhibition. AID 504339. hit rate 4.4% among 390,000. O75164. AlphaScreen JMJD2A-Tudor / H3K4me3 peptide binding. Potency, µM (series often up to 114 µM), for inactives: at the top dose activity change, negative = inhibition, usual class: inhibitors; also: % is scaled to controls: 0 for no effect and ±100 for the full control effect; nearly all actives have a fitted effect of over 50% in size
Pol beta inh: inhibitors of human DNA polymerase beta; P06746; Pol beta primer extension/strand displacement, fluorescence kinetic; Potency, µM (highest dose often 114 µM), without a hit: at the top dose activity change, negative = inhibition, usual class: inhibitors; hit rate 1.3% among 340,000; AID 485314; also: % is scaled to controls: 0 for no effect and ±100 for the full control effect
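Kinetic readout of DNA synthesis with strand displacement by Pol beta. Compound and 10 nM enzyme sit 15 min at room temperature; 50 nM substrate starts the reaction, read immediately and at 10 min.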
BLM inh: inhibitors of human Bloom syndrome helicase BLM. P54132. recombinant BLM DNA unwinding, fluorescence dequenching. Potency, µM (top dose mostly 56.1 µM), inactives show top-dose activity change, negative = inhibition, actives largely listed as inhibitors. hit rate 0.2% among 350,000. AID 2528;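 also: plate controls were vehicle for no effect and no enzyme for full effect; nearly all actives have a fitted effect of over 35% in size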
POLK inh: inhibitors of human DNA polymerase kappa | Q9UBT6 | Potency, µM (titrated, usually from 107 µM), inactives show at the top dose activity, negative = inhibition, most hits filed as inhibitors | AID 588579 | purified Pol kappa, fluorescent DNA synthesis assay, 10 min | hit rate 0.53% among 400,000; also: % is scaled to controls: 0 for no effect and ±100 for the full control effect
Target sequence (Q9UBT6 whole entry, looked up): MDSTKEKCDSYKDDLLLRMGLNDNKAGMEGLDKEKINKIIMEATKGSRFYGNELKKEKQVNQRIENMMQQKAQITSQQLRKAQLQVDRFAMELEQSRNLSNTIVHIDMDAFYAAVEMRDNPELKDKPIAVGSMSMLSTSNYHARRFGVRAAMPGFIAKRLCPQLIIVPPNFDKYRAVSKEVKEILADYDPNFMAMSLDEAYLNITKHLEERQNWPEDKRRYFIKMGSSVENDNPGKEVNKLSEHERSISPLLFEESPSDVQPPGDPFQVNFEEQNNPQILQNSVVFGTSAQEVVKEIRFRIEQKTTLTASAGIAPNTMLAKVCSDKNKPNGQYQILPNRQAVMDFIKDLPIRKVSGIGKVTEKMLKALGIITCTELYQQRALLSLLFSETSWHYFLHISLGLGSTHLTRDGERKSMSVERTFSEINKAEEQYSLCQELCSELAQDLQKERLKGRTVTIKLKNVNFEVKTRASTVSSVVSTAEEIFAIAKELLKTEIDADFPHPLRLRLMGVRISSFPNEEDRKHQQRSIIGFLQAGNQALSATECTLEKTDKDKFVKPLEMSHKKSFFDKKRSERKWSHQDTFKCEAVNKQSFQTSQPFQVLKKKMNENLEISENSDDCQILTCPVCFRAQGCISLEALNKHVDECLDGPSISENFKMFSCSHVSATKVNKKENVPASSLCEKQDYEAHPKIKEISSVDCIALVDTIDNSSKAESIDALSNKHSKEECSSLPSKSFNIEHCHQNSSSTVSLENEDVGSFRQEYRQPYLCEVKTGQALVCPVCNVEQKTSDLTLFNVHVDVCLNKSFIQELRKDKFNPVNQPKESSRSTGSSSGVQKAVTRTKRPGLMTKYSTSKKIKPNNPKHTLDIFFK
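Here, compound and 10 nM enzyme are combined for 15 min at room temperature; adding 50 nM substrate (final) starts DNA synthesis, tracked by fluorescence at 0 and 10 min against buffer-only wells.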
G9a inh: blocks human histone lysine methyltransferase G9a. G9a H3K9 monomethylation, AlphaScreen, 2 h. AID 504332. Potency, µM (doses to about 102 µM), for inactives: top-dose activity, negative = inhibition, usual class: inhibitors. Q96KQ7. hit rate 8.8% among 350,000; also: % is scaled to controls: 0 for no effect and ±100 for the full control effect; nearly all actives have a fitted effect of over 75% in size
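Quantitative HTS format: methyltransferase activity on a biotin-tagged H3K9 peptide is measured by AlphaScreen, using a rabbit anti-monomethyl-H3K9 antibody with streptavidin donor and anti-IgG acceptor beads. Final levels are 20 nM enzyme, 500 nM peptide, 20 uM SAM; 2 h RT.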
Pol eta inh: DNA polymerase eta (human) inhibition; recombinant Pol eta, fluorescent DNA replication assay; Potency, µM (titrated, usually from 114 µM), inactives show top-dose activity change, negative = inhibition, hits mostly inhibitors; hit rate 1.2% among 390,000; also: % is scaled to controls: 0 for no effect and ±100 for the full control effect
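Pol eta (10 nM) was preincubated with compounds for 15 min at room temperature, after which fluorescent replication substrate (50 nM final) was added to start the reaction. Fluorescence was read kinetically at 0 and 10 min.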
BAZ2B block: inhibitors of human BAZ2B bromodomain. Q9UIF8. hit rate 4.4% among 360,000. AID 504333. Potency, µM (highest dose often 114 µM), without a hit: at the top dose activity change, negative = inhibition, most hits filed as inhibitors. AlphaScreen BAZ2B-H3K14Ac peptide displacement; also: % is scaled to controls: 0 for no effect and ±100 for the full control effect; nearly all actives have a fitted effect of over 60% in size
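BAZ2B 50 nM plus b-H3(5-23)K14Ac 50 nM, PBS pH 7.4/0.01% Tween-20, 30 min RT; compound added (max 110 uM), 30 min RT; streptavidin donor/Ni-chelate acceptor beads 10 ug/mL final, 20 min dark; AlphaScreen read.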
APE1 inh: blocks human APE1 abasic DNA cleavage | hit rate 0.35% among 350,000 | AID 2517 | recombinant APE1, TAMRA/BHQ-2 abasic DNA cleavage fluorescence | Potency, µM (series often up to 65.8 µM), without a hit: at the highest dose activity change, negative = inhibition, usual class: inhibitors;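 also: plate controls were vehicle for no effect and reference inhibitor for full effect; nearly all actives have a fitted effect of over 55% in size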
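Readout is kinetic fluorescence (ex 525, em 598 nm) from cleavage of 50 nM TAMRA/BHQ-2 THF abasic duplex by 0.75 nM APE1, compound added 15 min beforehand at RT.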
An asterisk follows results filed as active; u = inconclusive; x = not tested or not shown; & = joins results of further samples; [ ] = dose if it differs, or a comment. Calls follow the shape of the dose curve; as a rule, active = well fitted curve in the direction sought with a large enough effect; inconclusive = small, poorly fitted or top-dose-only effect, or another doubt; inactive = no such curve, though single readings can be large; an effect the other way counts as inactive or inconclusive. Potency is read from the fitted curve at half-maximal effect. These rows are one share of the data; the hit share may differ from the screen's.

Under each structure: Pol iota inh	JMJD2A Tudor	Pol beta inh	BLM inh	POLK inh	G9a inh	Pol eta inh	BAZ2B block	APE1 inh
> CC(Oc1ccc(C(C)(C)C)cc1)c1ccnc2nc(/N=C/N(C)C)nn12 (stereo not given)
→ 7%	-9%	2%	-3%	-8%	-13%	-13%	-25%	2%
> COc1cccc(NC(=O)c2c(C(=O)Nc3ccccc3)sc3nc(C)cc(=O)n23)c1
→ -3%	-3%	31%	1%	14%	-33%[59 µM]	7%	-1%	x
> CN(C)CCNC(=O)Cn1ccc2cc(S(=O)(=O)N3CCCCC3)ccc21
→ 5%	-23%	20%	2%	-4%	u	-1%	-7%[57.1 µM]	13%
> COc1cc2c(cc1OC)C1(Nc3c-2c(Cc2ccccc2)nn3-c2ccccc2)C(=O)Nc2ccccc21 (stereo not given)
→ 7%	u	u	-5%	-12%	40µM*	-14%	50µM*	2%
> COC(=O)c1sccc1S(=O)(=O)N(CC(=O)Nc1cc(F)ccc1F)c1ccc(C)c(C)c1
→ -2%	-20%	6%	-8%	25%	4%[59 µM]	-9%	-20%	x
> COc1ccc(C)cc1NC(=O)CO/N=C(\N)CC(=O)Nc1ccccc1OC
→ 50%[activator]	-14%	x	x	0%	-2%[12.7 µM]	-19%	-10%	23%
> Cc1c(C(=O)Nc2cc(F)ccc2F)sc2nc(-c3ccc(F)cc3)cn12
→ 12%	-17%	-2%	-1%	-11%[60.1 µM]	27%[59 µM]	-15%	8%	x
> Cc1onc(-c2ccccc2Cl)c1C(=O)NCc1ccc(F)cc1
→ 32%[activator]	2%	-20%	-3%	-1%	-4%	-6%	4%	29%
> Cc1ccc(/C=c2\s/c(=C(/C#N)C(=O)N3CCCC3)n(Cc3ccco3)c2=O)s1
→ u	u	-29%	-14%	-21%	u	0%	u	-9%
> O=C(NN/C(=N/S(=O)(=O)c1ccc(Cl)cc1)c1ccccc1)c1ccc(O)cc1
→ 76%[activator]	1%	24%	1%	-11%	-2%[59 µM]	6%	8%	1%
> CCc1ccc(/C=C2\SC(=S)N(CCC(=O)Nc3cc(C)on3)C2=O)cc1
→ -8%	-15%	u	10%	-4%	-15%	-11%	6%	29%
> O=C(NC(=S)Nc1ccc(Br)cc1F)C1CCCCC1
→ 51%[activator]	-8%	x	x	-4%	x	0%	x	3%
> COc1ccc(S(=O)(=O)N(C)C[C@H]2Oc3c(cccc3N(C)C)C(=O)N([C@H](C)CO)C[C@@H]2C)cc1
→ 2%	-8%	x	x	15%	x	-11%	x	18%
> S=C(NCCc1ccccc1)Nc1nccs1
→ 11%	u	x	x	-3%	23%[2.33 µM]	-4%	-8%	-10%
> CCCCc1nnc(NC(=O)CS(=O)(=O)Cc2ccccc2)s1
→ 7%[58.9 µM]	-10%	87%	0%	-5%	2%[12.7 µM]	-2%	-2%	3%
> COc1ccccc1N1CCN(C2CCC(C)CC2)CC1 (stereo not given)
→ 2%	-2%	-6%	1%	5%	u	-22%	-19%	15%
> Cc1cc(N(C)/N=C/c2ccccc2)nc(-c2ccccc2O)n1
→ 22%	39%[activator]	12%	1%	-3%	17%	-28%	-1%	2%
> CCN1C(=O)CC(NCc2ccc(S(N)(=O)=O)cc2)C1=O (stereo not given)
→ 10%	2%[11.4 µM]	-22%	1%	7%	8%	u	-1%	1%
> COc1ccccc1NC(=O)C1CCCN(c2ncnc3c2nc2n3CCCCC2)C1 (stereo not given)
→ -9%	-12%	37%[activator]	-1%	-1%	x	-3%	-3%	-11%
> O=C(N/C(=C/c1ccccc1)C(=O)N1CCOCC1)c1ccc([N+](=O)[O-])cc1
→ 87%[activator]	-11%	0%	-6%	-6%	-29%	-19%	-18%	2%
> Clc1ccccc1Sc1ccc(-c2ccccn2)s1
→ 136%[activator]	158%[activator]	-3%	-12%	-16%	267%[activator]	-9%	165%[activator]	-1%
> Cc1ccc(NC(=O)Cn2nc(C(F)(F)F)c3c2CCCC3)cc1C
→ 7%	-6%	6%	-3%	-6%	-3%[59 µM]	-18%	8%	x
> COc1ccc(Cn2cc(S(=O)(=O)c3ccc(Cl)cc3)c(=O)c3cc4c(cc32)OCO4)cc1
→ 4%	-17%	2%	-6%	-13%	-10%[59 µM]	-2%	-6%	x
> COc1ccc(NC(=O)c2nnn(Cc3ccc(SC)cc3)c2N)c(OC)c1
→ 27%	-7%	11%	-8%	-1%	1%	-23%	1%	-7%
> Cc1ccc(C(=O)/C=C2\NCCNC2=O)cc1
→ 18%	-6%	15%	-1%	6%	13%[59 µM]	-10%	-23%	-1%
> COC(=O)C(C(=O)OC)=C(/C=C/N(C)C)N(C)C
→ 28%	24%	5%	1%	-3%	7%[59 µM]	-12%	-1%	16%
> OC[C@H]1O[C@@H](n2cnc3c(NC4CCCCC4)ncnc32)[C@H](O)[C@@H]1O
→ -8%[58.9 µM]	x	1%[57.1 µM]	x	2%[60.1 µM]	-13%[59 µM]	-1%[57.1 µM]	x	-3%&0%
> CC(C)CC(=O)Nc1nnc(S(=O)(=O)N(C)c2ccc(Cl)cc2)s1
→ 18%&5%	-17%&-18%	47%&8%	-3%&0%	-21%&0%	5%	u	3%&2%	1%
> NC1=NC(=O)/C(=C/c2ccc(Br)cc2)S1
→ 13%	-4%	2%	-4%	0%	13%[0.501 µM]	5%	-28%	52%[activator]
> O=C(O)CCc1nc(-c2ccccc2)no1
→ 14%	-6%[57.1 µM]	-4%	-2%	-2%	-10%[59 µM]	-8%	x	2%
> Cc1nc2ccccc2n1Cc1ccccc1
→ -12%	-15%	-1%	-3%	-15%	x	-16%	0%	-11%
> COc1ccc(CN(C(=O)c2oc3ccccc3c2C)C2CCS(=O)(=O)C2)cc1OC (stereo not given)
→ 8%	-11%	-1%	-5%	-13%	-35%[12.7 µM]	-11%	0%	0%
> O=C(c1cc(S(=O)(=O)N2CCCCC2)ccc1F)N1CCCCC1
→ u	4%	14%	-2%	-11%	25%[59 µM]	-12%	4%	-2%
> CNC(=O)c1cc(NC(=O)CCn2nc(-c3ccc(C)cc3)c3ccccc3c2=O)ccc1OC
→ -8%	-17%	-1%	1%	13%	-6%	-15%	-18%	4%
> O=C1CSC(c2cn(-c3ccccc3)nc2-c2cc3ccccc3oc2=O)N1Cc1ccco1 (stereo not given)
→ -2%	-11%	3%	-10%	-7%	-48%	-11%	u	-5%
> Cc1ccc(N(Cc2ccccc2F)S(C)(=O)=O)c(C)c1
→ 22%	-11%	-16%	-6%	-2%	5%	-21%	-1%	3%
> Cc1cc(C)n2nc(S(=O)(=O)NC3CCCCC3)nc2n1
→ 17%	-14%	-10%	0%	1%	-4%[59 µM]	-11%	-2%	1%
> COC(=O)c1c(-c2cc(OC)c(OC)c(OC)c2)c2ccc(OCc3ccccn3)cc2c(=O)n1-c1ccc(N)cc1
→ -4%[58.9 µM]	x	11%[57.1 µM]	x	x	u	-11%[57.1 µM]	x	-7%
> CC(C)c1ccc(C(C)NCCS(=O)(=O)c2ccc(Cl)cc2)cc1 (stereo not given)
→ 88%[activator]	-6%	-28%	-7%	-2%	31%	-2%	-4%	19%
> CC1(c2ccc(OCC#N)cc2)C=C(c2ccc(OCC#N)cc2)n2nc(C(F)(F)F)nc2N1 (stereo not given)
→ 55%[activator]	-21%	10%	-13%	-19%	11%[59 µM]	-12%	-1%	-1%

Quoted at random: 2 records from the list, in no set order.
Under each structure: Pol iota inh	JMJD2A Tudor	Pol beta inh	BLM inh	POLK inh	G9a inh	Pol eta inh	BAZ2B block	APE1 inh
> COC(=O)c1c(-c2cc(OC)c(OC)c(OC)c2)c2ccc(OCc3ccccn3)cc2c(=O)n1-c1ccc(N)cc1
→ -4%[58.9 µM]	x	11%[57.1 µM]	x	x	u	-11%[57.1 µM]	x	-7%
> Cc1nc2ccccc2n1Cc1ccccc1
→ -12%	-15%	-1%	-3%	-15%	x	-16%	0%	-11%

Additional compounds
Under each structure: Pol iota inh	JMJD2A Tudor	Pol beta inh	BLM inh	POLK inh	G9a inh	Pol eta inh	BAZ2B block	APE1 inh
> COc1cc(NC(=O)c2cccc([N+](=O)[O-])c2C)ccc1NC(=O)c1ccco1
→ 11%	-16%	3%	-6%	-3%	9%[59 µM]	-21%	3%	-8%
> CNC(=S)N1N=C(c2ccc(Br)cc2)CC1c1ccc(N(C)C)cc1 (stereo not given)
→ 22%	11µM*	-8%	-9%	4%	7.9µM*	-9%	10µM*	-3%
> O=S(=O)(Nc1cccc2ccccc12)c1ccccc1
→ 18%&47%	-23%&-16%	28%	-5%	-9%&-2%	x	-20%	-1%	-2%
> Cc1ccc(S(=O)(=O)N2CCCCC2)cc1C(=O)NCC1CCCO1 (stereo not given)
→ -7%	2%	7%	-2%	-13%	19%	-2%	-2%	-2%
> COC(=O)CSc1nc(C)cc(N2CCOCC2)n1
→ -9%	-6%	42%	-4%	5%	21%	-18%	3%	12%
> O=C(O)c1cccc(-n2cccc2/C=C2\NC(=O)N(Cc3ccc(F)cc3)C2=O)c1
→ 22µM*	56µM*	11µM*	-9%	79µM*	22µM*	20µM*	50µM*	10µM*
> COCCCn1c(=N)c(C(=O)NCc2ccc3c(c2)OCO3)cc2c(=O)n3cccc(C)c3nc21
→ 16%	-4%[11.4 µM]	x	x	15%	x	24%	x	x
> CN1c2ccsc2C(O)=C(C(=S)Nc2ccc(F)c(Cl)c2)S1(=O)=O
→ 28%	-32%	u	-8%	-8%	18µM*	11%	u	-8%
> Cc1c(NS(=O)(=O)c2cc(C(=O)OCC(=O)N3CCC(C)CC3)ccc2Cl)c(=O)n(-c2ccccc2)n1C
→ 33%[activator]	-9%	-1%	2%	15%	-1%	-7%	-13%	4%
> COc1ccc(CNC(=O)C(=O)NC2CCC(C)CC2)cc1 (stereo not given)
→ 19%	-12%	36%	-2%	1%	-7%	-3%	-7%	13%
> CCCC(=O)Nc1ccc(N2CCN(C(=O)c3cccs3)CC2)cc1
→ 3%	-13%	u	-5%	5%	5%[12.7 µM]	-5%	-8%	-2%
> CC(=O)C1=C(O)C(=O)N(Cc2ccccc2)C1c1cccc([N+](=O)[O-])c1 (stereo not given)
→ -12%	-4%	-2%	-2%	2%	u	1%	-18%	55%[activator]

High-throughput results deposited in PubChem BioAssay by National Center for Advancing Translational Sciences (NCATS).
